aSyn yeast rescue: alpha-synuclein toxicity suppression in yeast; S. cerevisiae alpha-synuclein toxicity rescue, BacTiter-Glo growth, 24 h; Potency, µM (titrated, usually from 46.1 µM), without a hit: at the top dose growth rescue (activation), actives largely listed as activators; 94,000 tested, 0.02% active; active = well fitted activation curve with a large enough effect; inconclusive = small, poorly fitted or top-dose-only effect; note: 0% is about no effect
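Growth restoration measured by BacTiter-Glo luminescence after 24 hr at 30 deg C; alpha-synuclein yeast, raffinose-pregrown to mid-log, were added at OD600=0.02 in galactose medium onto pinned compounds.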
An asterisk follows results filed as active; ? = inconclusive; [ ] = dose if it differs, or a comment. Potency is the fitted concentration of half-maximal effect. An excerpt; the hit share may differ from the screen's.

SMILES | aSyn yeast rescue
COc1ccccc1C1CC(=O)N(c2cccc(C(F)(F)F)c2)C2=C1C(=O)OC2 (stereo not given) | -2%
O=C(CN1C(=O)C2CC=CCC2C1=O)N1CCN(c2ccc([N+](=O)[O-])cc2)CC1 (stereo not given) | -8%
C/C(=N\NC(=O)CNc1ccc(F)cc1)c1cc2ccccc2o1 | 7%
CCS(=O)(=O)N1CCc2cc(C(=O)Nc3ccc(C(=O)OC)cc3)ccc21 | -5%
C/C(=N\O)c1ccc2c(c1)CC(C)O2 (stereo not given) | -3%
CCOC(=O)CCCCCC(=O)Nc1ccc2c(c1)C(=O)N([C@H](C)CO)C[C@H](C)[C@H](CN(C)C(=O)C1CCCCC1)OCCCC[C@@H](C)O2 | -5%
COc1ccccc1CNC(=O)c1cc(-c2ccccc2)n[nH]1 | -13%
C/C(Nc1ccc(Cl)c(Cl)c1)=C1/CCOC1=O | -12%
CCOc1ccccc1NC(=O)Cn1c(=O)n(Cc2ccccc2)c(=O)c2cccnc21 | -10%
Cc1ccc2c(c1)c(=O)c(C(=O)c1ccccc1)cn2Cc1ccccc1F | -8%
O=c1c(S(=O)(=O)c2cccc(Cl)c2)cn(Cc2ccccc2)c2cc(N3CCOCC3)c(F)cc12 | 3%
CCOC(=O)c1cc(-c2ccccc2)n(CC(=O)Nc2cc(Cl)c(OC)cc2OC)c1C | -8%
COc1ccc(CNC(=O)c2c3c(nc4ccccc24)C(=O)N(C2CCCCC2)C3)cc1 | 2%
O=C(Nc1nc2nc(-c3ccccc3)cc(=O)n2[nH]1)c1ccc(Cl)cc1 | -8%
CC1CC(C)CN(C(=O)c2nn(C)c3c2CSc2ccccc2-3)C1 (stereo not given) | 1%
COc1ccc(NC(=O)c2oc3ccccc3c2NC(=O)c2cc(OC)c(OC)c(OC)c2)cc1 | -6%
COc1cccc(CN2C(=O)CN(C3CCCCC3)C(=O)C2c2ccc(OC)c(OC)c2)c1 (stereo not given) | -4%
NC(=O)c1nsc(C(=O)N(Cc2ccco2)C(C(=O)NCC2CCCO2)c2ccc(O)cc2)c1N (stereo not given) | -3%
CCOc1ccc(OCC)c(NC(=O)c2cc(S(=O)(=O)N3CCCC3)cn2C)c1 | 3%
CC(=O)N/C(=C\c1ccccc1)C(=O)OC(C)C(=O)N(C)c1ccccc1 (stereo not given) | -5%
Cc1ccc(N(CC(=O)NCCc2ccccc2)C(=O)c2csnn2)cc1 | 1%
CCOC(=O)NC(=O)c1cn(CCNCCO)c(=O)[nH]c1=O | 5%
CC(=O)Nc1ccc(NC(=O)CSc2ncnc3c2cnn3Cc2ccccc2)cc1 | 5%
COc1ccc(-c2ccc3c(N)c(C(=O)Nc4ccc(C(F)(F)F)cc4)sc3n2)cc1OC | -16%
O=C(O)COc1ccc(/C=N/NC(=O)c2cn(-c3ccccc3)nc2-c2ccccc2)cc1 | 3%
Cc1cc(C)n(-c2nc3ccccc3nc2N2CCN(c3cccc(C)c3C)CC2)n1 | -19%
Cc1nc2sc(C(c3cccs3)N3CCOCC3)c(O)n2n1 (stereo not given) | 2%
CCC(=O)N1CCCc2cc(S(=O)(=O)N3CCC(C(=O)Nc4ccc(C#N)cc4)CC3)ccc21 | -2%
CC(C)(C)C(=O)Nc1cc(S(=O)(=O)Nc2ccc(Cl)cc2)ccc1O | 2%
Cc1ccnc2nc(C(=O)Nc3nnc(-c4ccccc4)o3)nn12 | -12%

4 entries from above, as labelled records:
molecule: CCOC(=O)NC(=O)c1cn(CCNCCO)c(=O)[nH]c1=O
  aSyn yeast rescue: 5%
molecule: Cc1ccnc2nc(C(=O)Nc3nnc(-c4ccccc4)o3)nn12
  aSyn yeast rescue: -12%
molecule: NC(=O)c1nsc(C(=O)N(Cc2ccco2)C(C(=O)NCC2CCCO2)c2ccc(O)cc2)c1N (stereo not given)
  aSyn yeast rescue: -3%
molecule: CC(=O)Nc1ccc(NC(=O)CSc2ncnc3c2cnn3Cc2ccccc2)cc1
  aSyn yeast rescue: 5%

Next part:
SMILES | aSyn yeast rescue
CN(C)c1ccc(CNC(=O)C2CCN(S(=O)(=O)c3cn(C)cn3)CC2)cc1 | -5%
CCCCC(CC)CNC(=O)CCCc1nnc2n(CCC)c(=O)c3sccc3n12 (stereo not given) | 3%
Cc1ccc2c(CNCc3cccs3)c(C(=O)O)n(Cc3ccc(F)cc3)c2c1 | 6%
Cc1ccc(-n2ccn(CC(=O)c3ccc(F)cc3)c(=O)c2=O)cc1C | -5%
COc1ccc(NC(=O)CC2C(=O)N(c3ccc(C)cc3)C(=O)N2Cc2cccnc2)cc1 (stereo not given) | 3%
Cc1cccc(-c2nnn3c2nc(NCc2ccccc2)c2ccccc23)c1 | 5%
COc1cccc(N2CC(NC(=O)C(c3ccccc3)c3ccccc3)CC2=O)c1 (stereo not given) | 3%
COCCNC(=O)c1cnc2sc(N3CCCCC3)nn2c1=O | 2%
CCOc1cc(/C=C2\SC(=O)N(CC(=O)Nc3ccccc3F)C2=O)cc([N+](=O)[O-])c1O | 0%
CCOC(=O)c1c(NC(=O)COc2ccc(C(C)(C)C)cc2)sc2c1CCCC2 | 1%
Nc1nonc1-c1nc2ccccc2n1Cc1ccc(Br)cc1 | -4%
COc1ccc(-n2ccn(Cc3ccccc3Cl)c(=O)c2=O)cc1OC | 0%
COc1ccc2oc(=O)c(C(=O)N3CCN(c4cc(Cl)ccc4Cl)CC3)cc2c1 | 3%
CCCCN(CC)C(=O)c1cc2c(=O)n3cccc(C)c3nc2s1 | -26%
CCn1cc(C(=O)OCC(=O)Nc2cc(Cl)ccc2C)c(=O)c2ccc(C)nc21 | -6%
COc1cccc(CNC(=O)CSc2ncc3c(n2)-c2cc(Cl)ccc2N(C)S3(=O)=O)c1 | -2%
Nc1nc2c(c(=O)[nH]1)C(c1cccc3ccccc13)C1=C(N2)c2ccccc2C1=O (stereo not given) | -15%
CCC(C(=O)Nc1cc(OC)ccc1OC)n1c(=O)c(C(F)(F)F)nc2ccccc21 (stereo not given) | 2%
CCOC(=O)N1CCN(S(=O)(=O)CCNC(=O)c2ccccc2)CC1 | 4%
CC(CNC(=O)c1ccccc1[N+](=O)[O-])NC(=O)c1ccccc1[N+](=O)[O-] (stereo not given) | -13%
CCc1ccc(NC(=O)CSc2nc(=O)n(Cc3ccccn3)c3c2CCC3)cc1 | 8%
COc1ccc(CNc2nc(Cl)c(C#N)s2)cc1 | 4%
Cn1cnc(S(=O)(=O)N2CCC(C(=O)N3CCN(c4cccc(C(F)(F)F)c4)CC3)CC2)c1 | -12%
CCOc1ccc(C(=O)Nc2ccc3nc(SCCOc4ccccc4)sc3c2)cc1 | -5%
COc1ccc(S(=O)(=O)N2CCCCCC2)cc1C(=O)N(C)Cc1ccc(C)cc1 | -6%
O=C(/C=C/c1ccccc1)Nc1nc(-c2cccs2)ns1 | -11%
CC(C)N1CCC(N2CCN(Cc3ccc(-c4ccccc4Cl)o3)CC2CCO)CC1 (stereo not given) | 16%
COc1ccc(N2CCN(C(=O)CCCC(=O)c3ccccc3)CC2)cc1 | 9%
COc1ccc(N=C2SC(C(=O)Nc3ccc(F)cc3)CC(=O)N2C)cc1 (stereo not given) | 8%
CCc1ccc(N2C(=O)N(CC(=O)C(C)(C)C)c3ccccc3S2(=O)=O)cc1 | -4%
COc1ccc(C2=CC(c3cccc(C)c3)n3nnnc3N2)cc1 (stereo not given) | 0%
O=C(Nc1sc2c(c1C(=O)O)CCC2)c1ccc(F)cc1 | -5%
O=C(COC(=O)c1c(F)cccc1Cl)NC1CCCCC1 | 6%
Cc1ccc(C)c(NC(=O)CCS(=O)(=O)c2cccc3nsnc23)c1 | 0%
Cc1ccc(CS(=O)Cc2ccc(C(=O)NCCCc3ccccc3)o2)cc1 (stereo not given) | 8%
CCC1CCCCN1CCCNC(=O)c1cc2c(Cl)nc3ccccc3c2s1 (stereo not given) | 4%
Cc1ccc(Cc2c(-c3ccc(C#N)cc3)nc3ccc(Br)cn23)cc1 | -2%
Cc1ccc(S(=O)(=O)N2CCN(c3ncnc4scc(-c5ccc(F)cc5)c34)CC2)cc1 | 1%
Cc1ccc(-c2nc3cc(Cl)ccc3o2)cc1NC(=O)c1cc([N+](=O)[O-])ccc1N1CCOCC1 | -5%
CCC(=O)N1CCc2cc(Br)cc(S(=O)(=O)CCC(=O)N3CCN(c4ccc(OC)cc4)CC3)c21 | -3%
CC1CCN(C(=O)CSc2nnc(-c3ccco3)o2)CC1 | 11%
Cc1ccc(NC(=O)CN(C)C(=O)C2CSC3(C)CCC(=O)N23)cc1 (stereo not given) | -5%
Cc1ccc(-c2cc(C(=O)NCCc3ccccc3)c3ccccc3n2)cc1C | -23%
CCc1ccccc1NC(=O)Cn1c(=O)n(Cc2ccco2)c(=O)c2sc3ccccc3c21 | -9%
COc1cccc(CN(C(=O)c2oc3cc(C)ccc3c2C)C2CCS(=O)(=O)C2)c1 (stereo not given) | -46%[inhibitor]

4 compounds already listed, ordered by molar mass, rising:
SMILES | aSyn yeast rescue
O=C(COC(=O)c1c(F)cccc1Cl)NC1CCCCC1 | 6%
COc1ccc(C2=CC(c3cccc(C)c3)n3nnnc3N2)cc1 (stereo not given) | 0%
CCC1CCCCN1CCCNC(=O)c1cc2c(Cl)nc3ccccc3c2s1 (stereo not given) | 4%
CCc1ccccc1NC(=O)Cn1c(=O)n(Cc2ccco2)c(=O)c2sc3ccccc3c21 | -9%

Additional entries.
SMILES | aSyn yeast rescue
CCOc1ccc(OCCC(=O)N(CC)CC(=O)Nc2ccccc2OC)cc1 | 14%
O=C(Nc1ccc([N+](=O)[O-])cn1)C1CC2CCC1C2 (stereo not given) | -2%
Cc1ccc(NC(=O)CN2C(=O)NC3(CCCc4ccccc43)C2=O)cc1S(=O)(=O)N1CCOCC1 (stereo not given) | 2%
CCc1ccc(CNC(=O)Cn2nc(C)c3nn(-c4ccc(Cl)cc4)c(C)c3c2=O)cc1 | 2%
Cn1c(=O)[nH]c(=O)c2c1nc(NCc1ccco1)n2Cc1ccccc1Cl | -3%
CCOc1ccc2nc(N3CCCC(C(=O)Nc4ccc(OC)cc4)C3)sc2c1 (stereo not given) | -2%
CN1CCN(C(=O)C(=O)c2cn(CC(=O)N3CCCCCC3)c3ccccc23)CC1 | -6%
CN(C)CCNC(=O)c1ccc2nc(Cc3ccccc3)oc2c1 | 9%
CCOCCCn1c(=N)c(C(=O)NCc2cccnc2)cc2c(=O)n3ccccc3nc21 | -6%
COc1ccc(C(F)(F)F)cc1N/C=C/c1nnnn1-c1ccc(C)cc1 | 3%
CCCCCC(=O)N1C[C@@H](O)[C@H](n2cc(COC(=O)c3ccccc3)nn2)C[C@@H]1c1ccc(OC)cc1 | -1%
Cc1ccc(C)c(NC(=O)C(=O)NCC2CCCN2S(=O)(=O)c2cccs2)c1 (stereo not given) | -3%
Cc1nc2ccc(S(=O)(=O)NC(CC(C)C)C(=O)NCc3ccc(Cl)cc3)cc2s1 (stereo not given) | 7%
Fc1cccc(CSc2nc3ccncc3[nH]2)c1 | -8%
O=C(c1ccc(Cl)cc1)C1CCN(CC(=O)N2CCCCC2)CC1 | 3%
O=C(Nc1cccc(Cl)c1)c1ccc2nc(CCc3ccccc3)oc2c1 | 1%
CCCc1nnc(NC(=O)CS(=O)(=O)c2ccc(C)cc2)s1 | 6%
COc1ccc(C(=O)NCCS(=O)(=O)NCc2ccc(F)cc2)cc1 | 4%
C[C@H](NC(=O)OC(C)(C)C)c1nnc(SCc2ccc(Cl)cc2Cl)o1 | ?
CC(=O)N/N=C/c1cc2c(cc1[N+](=O)[O-])OCO2 | 6%
Cc1ccc(N2CCN(C(=O)c3cccc([N+](=O)[O-])c3)CC2)cc1Cl | 3%
CC(=O)Nc1ccc(NS(=O)(=O)c2cc(Br)cc3c2N(C(=O)C2CC2)CC3)cc1 | -9%
Cc1ccc(Cn2nnc3c(=O)[nH]c(C4CCN(C(=O)Cc5ccccc5F)CC4)nc32)cc1 | 9%
O=C(N/N=C\c1ccc([N+](=O)[O-])o1)C1COc2ccccc2O1 (stereo not given) | 16%
CCc1c(C)sc2c1CCN(C(=O)Nc1ccccc1C(=O)OC)C2c1ccc(F)cc1 (stereo not given) | 7%
COc1ccc(-c2cc(C(=O)Nc3ccc(F)cc3F)no2)cc1 | -2%
CCOc1cc2sc(N3CCC(C(=O)Nc4ccc(C)cc4)CC3)nc2cc1Br | -5%
Cc1ccc(Oc2c(C(F)(F)F)oc3cc(OCC(=O)NC4CCCCC4)ccc3c2=O)cc1 | 1%
Cc1ccc(-n2ncc3c(Nc4ccc(Oc5ccccc5)cc4)ncnc32)c(C)c1 | -29%
N#CC1C(=O)NC(=O)C(C#N)C12CCCc1sccc12 (stereo not given) | 2%
COC(=O)/C(=C\Nc1ccc(Oc2ccc(F)cc2F)nc1)NC(=O)c1ccccc1 | -7%
COc1ccc(OC(=O)c2cn(-c3cccc(OC)c3)c(=O)c3ccccc23)cc1 | 9%
C=C1CC[C@@]23CC[C@]4(C)[C@@](OC2=O)([C@@H]3C1)[C@H]1O[C@H]1C1[C@@]2(C)CC[C@H](O)C(C)(C)C2CC[C@]14C (stereo not given in full) | 10%
O=C(CC1CC2CCC1C2)N1CCN(S(=O)(=O)c2ccc(C(F)(F)F)cc2)CC1 (stereo not given) | 4%
Cn1c(=O)c2c(nc(CN3CCc4ccccc4C3)n2Cc2cccc(Cl)c2)n(C)c1=O | -5%
CCc1ccc(N(CC)C(=O)Cn2nc(Cc3cccnc3)c3ccccc3c2=O)cc1 | 4%

Random excerpt: three records from the list, in no set order.
SMILES | aSyn yeast rescue
Cc1ccc(Oc2c(C(F)(F)F)oc3cc(OCC(=O)NC4CCCCC4)ccc3c2=O)cc1 | 1%
COCCNC(=O)c1cnc2sc(N3CCCCC3)nn2c1=O | 2%
COc1ccc(N2CCN(C(=O)CCCC(=O)c3ccccc3)CC2)cc1 | 9%

Screens from PubChem.
